Compound activity from PubChem.
PGK inhibitor: qHTS Assay to Find Inhibitors of Phosphoglycerate Kinase; Potency, µM (top dose mostly 57.5 µM), without a hit: at the top dose activity change, negative = inhibition, hits mostly inhibitors; hit rate 0.043% among 380,000; PGK/GAPDH coupled, Kinase-Glo luminescence, 60 min; AID 602233, 2012; Phosphoglycerate kinase, glycosomal (Trypanosoma brucei brucei), P07378; note: % is set by controls: 0 for no effect and ±100 for the full control effect; nearly all actives have a fitted effect of over 60% in size
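Recombinant glycosomal PGK reaction used 1,3-bisphosphoglycerate generated in-well by GAPDH (100nM final) in 100mM TEA pH 7.6, 5mM MgCl2, 0.01% Tween-20. After 60 minutes at room temperature, ATP was read by Kinase-Glo Plus luminescence end-point.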
Pin1 inhibitor: qHTS Assay to Find Inhibitors of Pin1 | hit rate 0.009% among 390,000 | AID 504891, 2011 | Pin1 FP peptide displacement, HiFluor488, 10 min | Potency, µM (highest dose often 115 µM), for inactives: at the highest dose activity, negative = inhibition, usual class: inhibitors; active = well fitted inhibition curve with a large enough effect in the polarisation, with a control signal flat, not every such curve was filed as active; inconclusive = small, poorly fitted or top-dose-only effect, or effect the other way, or a change in a side signal; inactive = no such curve, though single readings can be large or run the other way; the % refers to the polarisation; note: % is set by controls: 0 for no effect and ±100 for the full control effect
Target sequence (Q13526 whole entry, looked up): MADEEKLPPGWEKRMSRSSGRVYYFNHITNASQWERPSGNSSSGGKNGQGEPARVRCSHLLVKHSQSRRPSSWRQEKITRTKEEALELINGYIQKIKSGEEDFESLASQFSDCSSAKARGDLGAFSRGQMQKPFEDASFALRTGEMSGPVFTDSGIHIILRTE
RGS4 inhibitor: Inhibitors of Regulator of G Protein Signaling (RGS) 4: qHTS | Regulator of G-protein signaling 4 (Homo sapiens), P49798 | Transcreener GDP fluorescence polarization, RGS4-accelerated GTP hydrolysis | Potency, µM (titrated, usually from 114 µM), without a hit: at the highest dose activity change, negative = inhibition, actives largely listed as inhibitors | hit rate 0.039% among 390,000; note: % is set by controls: 0 for no effect and ±100 for the full control effect; nearly all actives have a fitted effect of over 75% in size; some results filed as inactive show a strong effect at the top dose
Target sequence (P49798 whole entry, looked up): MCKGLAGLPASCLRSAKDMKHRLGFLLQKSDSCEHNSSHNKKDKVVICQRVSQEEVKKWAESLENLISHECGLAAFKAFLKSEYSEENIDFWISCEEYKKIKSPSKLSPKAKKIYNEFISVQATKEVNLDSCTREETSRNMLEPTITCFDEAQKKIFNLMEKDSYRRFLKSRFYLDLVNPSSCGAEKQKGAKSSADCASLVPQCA
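MLSMR compounds (23 nl, pin-transferred) preincubated 10 min at room temperature with a 500nM (2x) first reagent, then RGS4 at 900nM (2x) plus Transcreener GDP mix added; fluorescence polarization (620/688 nm) read before and after 90 min at 30 °C.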
rTrxR1 inhibitor: qHTS Assay for Inhibitors of Mammalian Selenoprotein Thioredoxin Reductase 1 (TrxR1): qHTS | hit rate 1% among 390,000 | Thioredoxin reductase 1, cytoplasmic (Rattus norvegicus), O89049 | AID 588453, 2011 | recombinant rTrxR1, NADPH fluorescence consumption, selenite substrate | Potency, µM (titrated, usually from 114 µM), inactives show at the top dose activity change, negative = inhibition, hits mostly inhibitors; note: % is set by controls: 0 for no effect and ±100 for the full control effect; nearly all actives have a fitted effect of over 65% in size
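Rat TrxR1 (90 nM in the dispensed reagent) was pre-reduced with 400 uM NADPH for 5 min at room temperature, then incubated with compound for 15 min. After 400 uM selenite was added, NADPH fluorescence (Ex 340/Em 450 nm) was followed for 8 min.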
ALOX12 inh: Primary qHTS assay for inhibitors of human arachidonate 12S-lipoxygenase (ALOX12): Round 2; Potency, µM (top dose mostly 108 µM), for inactives: at the highest dose activity change, negative = inhibition, usual class: inhibitors; purified 12hLO, xylenol orange hydroperoxide absorbance; hit rate 1.1% among 580,000; Polyunsaturated fatty acid lipoxygenase ALOX12 (Homo sapiens), P18054; note: % is set by controls: 0 for no effect and ±100 for the full control effect
Target sequence (P18054 whole entry, looked up): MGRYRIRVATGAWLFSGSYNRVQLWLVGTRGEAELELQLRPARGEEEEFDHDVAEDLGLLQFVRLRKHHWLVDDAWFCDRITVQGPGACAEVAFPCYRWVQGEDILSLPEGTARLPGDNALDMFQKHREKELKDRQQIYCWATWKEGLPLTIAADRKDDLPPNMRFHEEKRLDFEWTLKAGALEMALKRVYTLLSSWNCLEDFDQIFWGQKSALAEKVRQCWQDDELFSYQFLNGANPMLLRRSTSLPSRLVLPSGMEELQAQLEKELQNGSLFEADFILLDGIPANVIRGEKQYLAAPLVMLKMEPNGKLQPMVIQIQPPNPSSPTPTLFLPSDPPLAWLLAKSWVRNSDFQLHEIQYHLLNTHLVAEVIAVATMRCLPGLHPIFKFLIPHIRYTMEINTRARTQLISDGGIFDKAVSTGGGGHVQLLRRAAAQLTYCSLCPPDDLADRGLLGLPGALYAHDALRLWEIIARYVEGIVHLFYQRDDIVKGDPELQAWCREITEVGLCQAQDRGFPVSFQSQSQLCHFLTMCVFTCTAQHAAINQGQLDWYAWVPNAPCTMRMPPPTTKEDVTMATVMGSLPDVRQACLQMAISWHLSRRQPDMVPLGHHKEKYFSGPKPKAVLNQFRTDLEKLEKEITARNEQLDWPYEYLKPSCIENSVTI
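Purified human 12hLO (150 nM final) in 25 mM Hepes, 0.01% Triton X-100, pH 7.0 was preincubated 15 min at room temperature with compound. Then 40 uM arachidonic acid was added, 30 min. Hydroperoxide was read by Fe-XO absorbance ratio 573/405 nm.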
HP1b chromo inh: HTS for Inhibitors of HP1-beta Chromodomain Interactions with Methylated Histone Tails; Chromobox protein homolog 1 (Homo sapiens), P83916; AlphaScreen HP1-beta / biotin-H3K9me3 peptide binding; Potency, µM (titrated, usually from 114 µM), for inactives: at the highest dose activity change, negative = inhibition, hits mostly inhibitors; hit rate 0.56% among 390,000; note: nearly all actives have a fitted effect of over 70% in size; inactives centre near 23
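Compound inhibition of the preformed complex between 50 nM HP1-beta and 50 nM biotinylated H3K9me3 peptide was read by AlphaScreen. Buffer was PBS pH 7.4 with 0.01% Tween-20. Incubations ran 30 min at room temperature, with 10 ug/mL donor/acceptor beads.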
ERG-DNA inh: qHTS for Small Molecule Inhibitors of the ERG Ets/DNA interaction; Potency, µM (top dose mostly 76.9 µM), inactives show top-dose FP activity, negative = inhibition, actives largely listed as inhibitors; hit rate 0.028% among 370,000; fluorescence polarization, His-ERG Ets domain / labelled DNA; active = well fitted inhibition curve with a large enough effect in the polarisation, with a control signal flat; inconclusive = small, poorly fitted or top-dose-only effect, or effect the other way, or a change in a side signal; inactive = no such curve, though single readings can be large or run the other way; the % refers to the polarisation;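 note: polarization taken with two DNA probes labelled with fluorescein and Texas red; % of control where 0% means no effect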
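His-tagged ERG Ets domain (1 uM in the protein solution; 300mM KCl, 50mM Tris-HCl, 1mM EDTA, 1mM DTT, pH 7.5) received compound, then a probe mix of 5 nM fluorescein-DNA and 100nM Texas-615-DNA. Fluorescence polarization was read for both dyes.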
GLS inhibitor: qHTS for Inhibitors of Glutaminase (GLS). Glutaminase kidney isoform, mitochondrial (Homo sapiens), O94925. AID 624170, 2012. Potency, µM (highest dose often 45.5 µM), without a hit: at the top dose activity change, negative = inhibition, usual class: inhibitors. hit rate 0.21% among 410,000. GLS enzymatic activity, qHTS titration; note: % is set by controls: 0 for no effect and ±100 for the full control effect
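hKGA in 45 mM KH2PO4 pH 8.2, 0.02% Tween-20 with pin-transferred compounds; 1 mM L-glutamine (stock) plus glutamate oxidase/HRP/Amplex Red coupling added. Fluorescence read initially and after 30 min at RT.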
JMJD2A Tudor: qHTS Assay for Inhibitors of JMJD2A-Tudor Domain; hit rate 4.4% among 390,000; Potency, µM (highest dose often 114 µM), for the others: at the top dose activity change, negative = inhibition, hits mostly inhibitors; AlphaScreen JMJD2A-Tudor / H3K4me3 peptide binding; Lysine-specific demethylase 4A (Homo sapiens), O75164; AID 504339, 2011; note: % is set by controls: 0 for no effect and ±100 for the full control effect; nearly all actives have a fitted effect of over 50% in size
Numbers without * were called inactive; i = inactive; ? = inconclusive; . = not tested or not shown; & = joins results of further samples; [ ] = remark or other dose. Unless noted, calls come from the whole dose curve; as a rule, active = well fitted curve in the direction sought with a large enough effect; inconclusive = small, poorly fitted or top-dose-only effect, or another doubt; inactive = no such curve, though single readings can be large; an effect the other way counts as inactive or inconclusive. Potency is the fitted concentration of half-maximal effect.

SMILES | PGK inhibitor | Pin1 inhibitor | RGS4 inhibitor | rTrxR1 inhibitor | ALOX12 inh | HP1b chromo inh | ERG-DNA inh | GLS inhibitor | JMJD2A Tudor
COc1cc(C2CC(=O)Nc3c2c(C)nn3-c2nc(C)cc(C)n2)cc(OC)c1O (configuration not stated) | -5.6% | -6.0% | 17.5% | 31.7%[activator] | -3.7% | 19.9% | 1.5% | 16.8% | -19.2%
CC(Oc1ccc2c(c1)oc(=O)c1ccccc12)C(=O)NCC1CCC(C(=O)O)CC1 (configuration not stated) | 8.4% | -0.6% | -6.1% | ? | -6.0% | 22.2% | 3.4% | 3.9% | -17.7%
CC(C)CCn1c(=O)c2sccc2n2c(CCCC(=O)Nc3ccc(C(C)C)cc3)nnc12 | -4.3% | -3.1% | 6.0% | 20.7% | -17.1% | 10.9% | 3.1% | -13.1% | -15.8%
O=C(COc1ccccc1)NC1C(=O)N2C(C(=O)O)=C(Cl)CSC12 (configuration not stated) | -10.6% | -25.5% | -38.0% | -3.4% | 12.4% | 0.0% | 18.6% | -4.9% | 79.4µM*
O=C(O)c1cc(Br)ccc1NN=C1CCCCC1 | -2.5% | -13.7% | -24.1% | -0.5% | ? | -8.4% | -1.5% | -8.0% | -26.7%
O=C(N/N=C/c1c(O)n(-c2ccc(Cl)cn2)c(=O)c2ccccc12)C1CC1 | -6.5% | 49.5%[activator] | -23.4% | -6.6%[57.1 µM] | 3.2% | 7.5% | -17.4% | ? | ?
O=C(COC(=O)Cc1ccc(Cl)cc1Cl)NCCC1=CCCCC1 | -4.2% | -0.8% | 4.0% | 5.2% | -0.1% | 33.2% | -10.2% | 1.3% | 3.5%
Cn1c(=O)c2[nH]c(=O)[nH]c2n(C)c1=O | -0.2% | -11.7% | -30.5% | 2.6% | -0.6% | 17.6% | 2.7% | 21.4% | -5.4%
COc1ccc(Cc2nnc(N/N=C(\C)c3ccccc3)[nH]c2=O)cc1OC | 3.0% | -2.3% | 17.9% | -6.7% | 0.0% | 31.3% | 1.7% | 14.6% | -35.1%
c1cc(-c2cc3cc4c(cc3cn2)OCO4)cs1 | -1.3% | -1.7% | 6.4% | -18.8% | -8.4% | 61.3%[activator] | -15.5% | -4.8% | 0.0%
CC1CCCN(c2ccc(C(=O)Nc3cccnc3)cc2[N+](=O)[O-])C1 (configuration not stated) | -4.7% | 0.6% | -27.5% | 14.7%[57.1 µM] | -4.2% | -14.4% | -7.7% | -3.6% | -18.5%[57.1 µM]
CC(=O)Nc1ccc(S(=O)(=O)N2CCN(C3CCCCCCC3)CC2)cc1 | -7.0% | 3.4% | 28.1% | 9.5% | 1.7% | 5.3% | . | 6.5% | -30.2%
COc1ccc(OC)c(NC(=O)N2CCc3ccccc3C2)c1 | i | -3.5% | -12.7% | 1.6% | -12.0% | 0.2% | 4.0% | 10.8% | -28.0%
CCc1cccc(NC(=O)Nc2cn(C)c(=O)c3ccccc23)c1 | 1.3% | -5.6% | -17.5% | -1.7% | 0.0% | 6.2% | -9.3% | 5.3% | -2.3%
COc1ccc(NS(=O)(=O)c2ccc(NC(=S)NC(=O)C(C)C)cc2)cc1 | -11.1% | -4.5% | -30.8%[11.4 µM] | -54.8% | ? | -9.8% | -7.1% | 0.4% | -13.7%[11.4 µM]
Cc1ccc(C(=O)OCc2nnc(-c3ccccc3)o2)o1 | -9.6% | 3.7% | -28.9% | -12.8% | 0.6% | -15.4% | -7.2% | -35.1% | 89.1µM*
CCOc1ccc(OCC)c(NS(=O)(=O)c2c(C)[nH]c(=O)[nH]c2=O)c1 | -0.9% | -2.1% | 8.4% | 13.1%[57.1 µM] | -19.9% | 24.0% | -0.8% | 5.5% | -5.8%
NC1=NC(=O)/C(=C\c2cc([N+](=O)[O-])ccc2Cl)S1 | . | 1.6% | -20.2% | 7.7% | -25.6% | 23.5% | -5.8% | 0.3% | -7.2%
Cc1nc(NC(C)C)c2oc3ccccc3c2n1 | -0.4% | -1.2% | 34.2% | -4.3% | ? | 31.4% | -3.7% | 0.1% | -4.5%
COc1ccc(CNC(=O)C(C)n2nc(C)c3sc4ccccc4c3c2=O)cc1OC (configuration not stated) | -8.2% | -29.0% | 1.9% | 11.6% | 0.0% | 57.9%[activator] | -0.8% | -6.0% | 4.6%
O=C(NCc1ccccc1)c1cc2nc(C3CC3)cc(C(F)(F)F)n2n1 | -9.4% | -0.7% | -24.0% | 0.9% | 0.0% | 45.5%[activator] | -10.5% | -2.4% | -0.7%
COc1ccc(C(=O)NCc2nnc(SCC(=O)Nc3ccccc3OC)n2C)cc1 | 7.6% | -3.0% | -11.9% | 8.9%[57.1 µM] | -2.4% | 28.9% | -6.1% | 1.3% | 8.9%
COc1ccc([N+](=O)[O-])c(OC)c1C(=O)NC(=O)Nc1c(F)c(F)c(F)c(F)c1F | i | -2.6% | 6.3% | -5.5% | 26.9% | 39.5% | ? | -7.5% | -9.4%
CCOc1ccc(NC(=O)c2ccc(NC(=O)Cc3n[nH]c(=O)c4ccccc34)cc2)cc1 | 1.5% | 38.6%[activator] | -9.8% | 29.3% | -21.0% | 20.3% | 15.1% | -4.7% | 1.4%
CCC(C(=O)Nc1ccc(C)cc1)c1ccccc1 (configuration not stated) | -6.4% | 1.2% | 0.3% | 17.9%[57.1 µM] | -2.3% | 44.1%[activator] | -19.3% | -8.1% | -14.4%
O=C(NC1CC1)c1ccc2c3c(cccc13)CC2 | 6.8% | -0.5% | 13.1% | -28.0% | -16.5% | 28.0% | . | 20.9% | -8.3%
COc1ccc(N2CCN(C(=O)c3ccc4c(c3)CCN4S(=O)(=O)c3ccccc3)CC2)cc1 | -3.3%&-4.1% | 5.0%&3.5% | 4.0%&15.6% | 1.9%&-7.5% | ? | 32.5%&-0.6% | 0.0%&1.1% | 24.1%&11.9% | ?
CCN(CC)CCNC(=O)c1ccc(Cn2c(=O)c3cccn3c3cccnc32)cc1 | . | -4.0% | -0.4% | 9.3% | -17.4% | 30.2% | 0.4% | 6.6% | -4.8%
Cc1noc(C)c1-c1nc(CS(=O)(=O)c2ccc(F)cc2)no1 | -9.3% | -8.3% | 20.9% | 20.6% | 12.6% | 56.8%[activator] | -7.1% | -7.0% | 9.6%
CC(C)OCCCn1c(=O)c2ccccc2n2c(CCC(=O)O)nnc12 | 2.2% | 2.1% | -6.7% | 8.0% | 43.8%[activator] | 15.8% | 16.6% | 1.7% | -10.5%
COc1ccc(-c2nn(C)c(=O)c3ccccc23)cc1NC(=O)Cn1nc(C)c2ccccc2c1=O | -2.1% | ? | -49.1% | -2.6% | 18.3% | 15.7% | . | 2.1% | -14.4%
CCOC(=O)c1cc(-c2ccc(F)cc2)n(CC(=O)NCc2cccnc2)c1C | -4.1% | -0.7% | 1.8% | 9.6% | -9.5% | 9.4% | 0.3% | -6.5% | -23.4%
CCOc1ccc(-c2nnn(CC(=O)NCc3ccc(OC)cc3)n2)cc1OCC | 4.1% | -4.6% | -2.0% | 16.8% | -1.3% | 31.1% | . | 0.5% | -10.5%
O=C1c2ccccc2C(=O)N1Cc1cc(-c2ccc(Cl)cc2)no1 | -0.3%[11.5 µM] | -11.6% | 3.3% | 17.4% | 1.9% | 18.4% | . | 3.3% | -6.0%
NC(=O)CC(NC(=O)c1ccccc1)c1ccc(N2CCC(N3CCCC3)CC2)c([N+](=O)[O-])c1 (configuration not stated) | 5.9% | -6.9% | -39.0% | 5.1% | -13.1% | 8.7% | -15.3% | -2.2% | -15.0%
O=C(NCCN1C(=O)S/C(=C\c2ccc(Cl)c(Cl)c2)C1=O)C1COc2ccccc2O1 (configuration not stated) | i | 12.8% | -15.9% | ? | ? | 25.0% | -2.9% | 4.9% | -24.8%
CN1CCCC1CCNc1ccc2c(=O)c3ccccc3oc2c1 (configuration not stated) | 9.4% | 2.0% | 3.3% | 45.7%[activator][57.1 µM] | -14.6% | 43.0%[activator] | -11.3% | 17.2% | -8.5%

Marked active in JMJD2A Tudor, of those listed so far:
SMILES | PGK inhibitor | Pin1 inhibitor | RGS4 inhibitor | rTrxR1 inhibitor | ALOX12 inh | HP1b chromo inh | ERG-DNA inh | GLS inhibitor | JMJD2A Tudor
O=C(COc1ccccc1)NC1C(=O)N2C(C(=O)O)=C(Cl)CSC12 (configuration not stated) | -10.6% | -25.5% | -38.0% | -3.4% | 12.4% | 0.0% | 18.6% | -4.9% | 79.4µM*
Cc1ccc(C(=O)OCc2nnc(-c3ccccc3)o2)o1 | -9.6% | 3.7% | -28.9% | -12.8% | 0.6% | -15.4% | -7.2% | -35.1% | 89.1µM*

Not all compounds are listed, so the mix of outcomes need not match the whole.
